High-throughput results from PubChem.
Yfh1-off respiration = enhancers of respiration in Yfh1-depleted yeast, dose response, Friedreich's ataxia, plus single-dose screen (AID 1465); S. cerevisiae Yfh1-off respiration, WST-1 reduction, 72 h; higher fold induction means a stronger effect; fold induction at 50 µM; hits with a dose series show EC50 in µM; 220,000 tested, 0.074% active;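 active means fold induction of absorbance versus untreated yeast above a set limit, then at least 30% activation at any dose in follow-up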;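 further: activators that raise dye reduction in frataxin-depleted yeast; strong numbers were not always called active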
Insulin prom up = MIN6 insulin promoter up-regulation; MIN6 insulin promoter-GFP reporter, high-content imaging; stronger effect = higher value; z-score at 5 µM; 190,000 tested, 0.3% active;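 active means z-score above 3 at 5 µM with at least 500 cells counted in the well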
PMI inhibition = human PMI inhibitors, high substrate, primary screen, biochemical, fluorescence intensity, high mannose 6-phosphate (AID 1220); inhibition, % at 20 µM; hits with a dose series show IC50 in µM; recombinant PMI enzyme, coupled fluorescence intensity; higher % means a stronger effect; 190,000 tested, 0.66% active
PMI inhibitors = MPI enzyme activity inhibition – biochemical, fluorescence intensity, coupled assay, primary screen (AID 1209) | 190,000 tested, 0.42% active | inhibition, % at 20 µM, or IC50 in µM where a hit was titrated | purified PMI enzyme, coupled fluorescence intensity; higher % means a stronger effect;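 further: plate controls were DMSO vehicle for no effect and wells lacking substrate for full effect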
MT stabilizer = microtubule stabilizers in HeLa cells; HeLa tubulin immunostaining HCS, 24 h; share of cells brighter than vehicle mean+2SD; % tubulin-high responders, % at 10 µM; 200,000 tested, 0.83% active;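 active means plate Z-score above 3 for both tubulin-high and condensed-nucleus cell shares, with cell loss under 80%, at 10 µM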;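 further: anti alpha tubulin signal scored within the nucleus-defined area of each cell; some results filed as inactive read as strong as hits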
Dynein transport = dynein cargo transport inhibition. 3617.4 mouse cells, GR-EGFP nuclear translocation imaging; test concentration mostly 20 µM; stimulated with dexamethasone, 1 µM; stronger effect = lower value. z-score, hits read low. 220,000 tested, 0.47% active. AID 1381;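 active means plate z-score of nuclear minus cytoplasmic receptor signal below a set negative limit, without overly bright fluorescence or cell loss, cut at about -3.5 in these data, passing the limit was not always enough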;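 further: z-score of nuclear minus cytoplasmic ring GR-EGFP intensity difference per well; some compounds called inactive have numbers as strong as hits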
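Buffer or medium: Induction medium lacking tetracycline, stripped serum | Also added: Dexamethasone agonist, 1.0 µM final, for 30 min | Timing: 48 h induction, 1 h compound, 30 min dex at 37 °C | Detection: Formaldehyde fixation, Hoechst nuclear stain, 10x automated fluorescence imaging | Measure: Nuclear versus cytoplasmic GR-EGFP signal, averaged per well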
WT yeast gro inh = growth inhibition of WT yeast, mitochondrial fusion screen | mitochondrial fusion phenotypic screen, WT strain | inhibition, % at 10 µM | 190,000 tested, 2.1% active | AID 1362; in the data active means inhibition above about 58%; tested in S. cerevisiae
b-catenin transl = beta-catenin nuclear translocation modulation; HeLa beta-catenin nuclear translocation, immunofluorescence imaging; nuclear translocation activity, % at 5 µM; 190,000 tested, 0.3% active; AID 1665;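 active means nuclear translocation activity above 50% at 5 µM, with a well cell count of 50 or more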;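 further: per-cell ratio of nuclear to cytoplasmic median beta-catenin stain intensity; plate controls were DMSO negative control for no effect and GSK-3 inhibitor IX positive control for full effect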
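Technique: fluorescence imaging of beta-catenin antibody stain plus DAPI / Material: human HeLa cell line / Incubation: compound treatment 24 h, 37°C, 5% CO2 / Read-out basis: % activation of per-cell nuclear versus cytoplasmic median beta-catenin signal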
Autophagy HCS = autophagy modulation, high-content screen; MEF GFP-LC3 puncta imaging; test concentration mostly 10 µM; calls only at 10 µM (by protocol); 190,000 tested, 0.98% active;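 active means percentage of spot-positive cells more than 3 SD above its plate mean, without a fluorescence outlier flag or 80% toxicity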;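 further: spot-positive cell cutoff set from DMSO-treated cells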
WT yeast gro inh mutant strain = further read-out of WT yeast gro inh, marked with its call; inhibition, %; mitochondrial fusion phenotypic screen, mutant strain inhibition
Dynein transport cytoplasmic EGFP = recorded beside Dynein transport, whose call it bears; z-score; measured here: cytoplasmic GR-EGFP intensity; stronger effect = higher value
Dynein transport nuclear GR-EGFP = further read-out of Dynein transport, marked with its call; z-score; measured here: nuclear GR-EGFP intensity;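 lower value marks the stronger effect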
Dynein transport cell count = recorded beside Dynein transport, whose call it bears; z-score; measured here: cell count per field
Insulin prom up cell count = recorded beside Insulin prom up, whose call it bears; cell count; measured here: cytotoxicity, nuclei count;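 total cells summed across four imaged fields per well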
b-catenin transl cell count 5 µM = second read-out of b-catenin transl, no call of its own (marks repeat the call); cell count; measured here: cell count, cytotoxicity flag
MT stabilizer Hoechst-high % = second read-out of MT stabilizer, no call of its own (marks repeat the call); % Hoechst-high responders; measured here: nuclear condensation Hoechst responders;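 share of cells brighter than vehicle mean plus two SD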
MT stabilizer cytotoxicity % = also measured in MT stabilizer; calls as there; toxicity, %; measured here: cytotoxicity by cell density;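 0% = mean cell density of plate MIN control wells and 100% = no cells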
Autophagy HCS cell loss 18 h = also measured in Autophagy HCS; calls as there; toxicity, %; measured here: cell loss, nuclei count;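 cell loss after 18 h compound exposure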
Active calls of the source: *; i = inactive; nt = no result given. Unless noted, no stated cut-off is given here; in the data, active means inhibition above about 50%; inactive means the rest.

SMILES	Yfh1-off respiration	Insulin prom up	Insulin prom up cell count	PMI inhibition	PMI inhibitors	MT stabilizer	MT stabilizer Hoechst-high %	MT stabilizer cytotoxicity %	Dynein transport	Dynein transport cytoplasmic EGFP	Dynein transport nuclear GR-EGFP	Dynein transport cell count	WT yeast gro inh	WT yeast gro inh mutant strain	b-catenin transl	b-catenin transl cell count 5 µM	Autophagy HCS	Autophagy HCS cell loss 18 h
CC1CCN(C(=O)C2CCN(C(=O)c3cc4sccc4n3Cc3ccc(F)cc3)CC2)CC1	i	-2.6	642	13%	12%	4.4	1.3	10	1.3	-0.4	0.4	-0.42	52	12	0.1	867	i	-19
Cc1ccc([N+](=O)[O-])cc1S(=O)(=O)Nc1ccc(N2CCOCC2)cc1	i	-0.37	1528	2%	-7%	3.5	2.9	5.1	-0.63	1.4	0.37	-0.34	-12	4	0.6	844	i	7
Cn1c(NNC(=O)C(c2ccccc2)c2ccccc2)cc(=O)n(C)c1=O	i	-0.27	1244	46%	6%	nt	nt	nt	0.47	0.2	0.61	0.0073	11	0	-1.0	1127	i	18
CC(C)[C@H](NC(=O)c1ccco1)C(=O)OCC(=O)Nc1ccc(F)cc1	i	-1	1333	-8%	-5%	5.1	3.0	25	0.0022	-0.12	0.33	1.1	9	-13	-2.6	1072	i	-2
COc1ccc(S(=O)(=O)N2CCCC2C(=O)Nc2nccs2)cc1 (stereo unspecified)	i	0.42	1013	-6%	-3%	0.9	0.1	38	1.1	-0.011	1	-0.7	-10	6	-1.7	1176	i	1
CCN(CC)CC(=O)Nc1c(Br)ccc2c1OCO2	i	nt	nt	-8%	-8%	1.7	1.6	7.6	-0.56	-0.22	-0.38	0.64	-9	-2	nt	nt	i	4
CNc1nc(-c2ccccc2)nnc1C(F)(F)F	i	0.41	1860	9%	1%	2.4	2.8	2.6	-0.76	-0.16	0.016	-0.036	-4	5	0.3	888	i	19
COCCCNC(=S)NCCNc1nc2c(C)c(C)ccc2cc1C#N	i	-0.38	1441	-176%	-74%	3.8	1.3	3.9	-0.54	-0.27	-0.039	0.14	17	16	1.3	1011	i	17
CCN1CCN(C(=O)CCNC(=O)Cn2ccc3ccccc3c2=O)CC1	i	nt	nt	-12%	-2%	2.2	1.1	4.2	-0.38	-0.026	0.015	0.62	-11	2	nt	nt	i	30
O=C(Nc1ccccc1Cl)c1ccccc1Cl	i	0.17	1395	15%	9%	2.6	1.3	6.4	0.52	-0.29	-0.67	0.24	-18	2	-0.4	1306	i	-2
CC1=C(C(N)=O)C(c2ccccn2)n2nc(SCc3ccccc3Cl)nc2N1 (stereo unspecified)	i	-0.59	1623	7%	8%	3.1	0.9	0.3	2.2	-0.33	0.63	-0.14	6	-3	0.4	1378	i	5
CC/C(=N\NC(=S)NC(C)C)c1ccc(OC)c(OC)c1	i	-2.2	1187	-7%	-14%	1.5	2.8	2.0	-0.62	-0.22	-0.7	0.62	4	-3	0.9	1037	i	19
CCC(=O)c1ccccc1OCC(=O)Nc1c(C)cccc1C	i	-0.79	1481	3%	4%	1.7	1.4	12	0.063	-0.17	-0.076	0.95	-4	-13	-3.1	1158	i	-7
COc1ccc(NC(=O)CSc2ccccc2)cc1S(=O)(=O)N1CCCCC1	i	0.17	1305	21%	13%	3.7	4.6	13	-0.7	0.056	-0.51	-0.062	-6	-13	-0.7	900	i	-2
Cn1c(=S)n(C)c2ccccc21	i	nt	nt	1%	-4%	2.0	1.3	1.5	-0.8	-0.21	-0.3	0.36	2	-19	-0.8	887	i	4
CCCCC1NC(=S)N(C2CCCCC2)C1=O (stereo unspecified)	i	0.12	1331	-7%	-2%	2.5	3.7	7.6	-0.6	-0.18	-0.13	0.57	2	10	-1.6	999	i	7
Cn1c(=O)c2c(nc(CN3CCN(Cc4ccccc4)CC3)n2Cc2ccccc2)n(C)c1=O	i	-0.61	1822	8%	9%	1.7	3.0	7.8	-0.46	-0.21	-0.15	0.49	4	5	-0.5	1058	i	19
CCOc1ccccc1C(=O)N1CCCCC1C (stereo unspecified)	i	-0.09	1183	7%	2%	2.4	0.9	5.2	-0.73	-0.28	-0.18	-0.097	-12	-17	nt	nt	i	1
O=C(Cc1ccccc1F)Nc1nc(-c2cccs2)cs1	i	-0.29	1188	10%	24%	2.1	1.7	9.9	0.12	-0.22	0.41	-0.11	2	-6	-3.3	1220	i	15
COc1ccc(-c2noc(-c3cc(C)cc(C)c3)n2)cc1OC	i	-0.95	917	-5%	-7%	4.4	3.6	7.0	2.3	0.0058	1.8	-1.1	16	1	nt	nt	i	6
COc1ccccc1N(CC(=O)N/N=C/c1ccc(C(=O)O)cc1)S(=O)(=O)c1ccc(C)cc1	i	1	1082	nt	nt	nt	nt	nt	-0.11	-0.2	0.32	0.74	nt	nt	-0.2	1319	nt	nt
COc1ccc2c(c1)C=C([C@@H]1C[C@H]3CN(c4ccccc4)C(=O)[C@]34CCCN14)CO2	i	0.61	1427	11%	7%	2.2	1.9	4.4	0.8	-0.16	0.61	-0.96	22	25	2.4	984	i	7
CCNC(=O)c1oc2c(c1C)C(=O)CC(C)(C)C2	i	nt	nt	7%	8%	4.0	1.8	3.2	0.95	-0.24	0.54	0.69	-9	-20	nt	nt	i	4
O=C(NCSC1=NCCS1)c1ccccc1	i	-0.05	1270	5%	6%	3.6	2.3	5.2	-0.43	-0.082	-0.45	1.5	-1	11	nt	nt	i	-9
Cc1ccc(CNC(=O)c2cnc(-c3ccccn3)nc2C(F)(F)F)cc1	i	1.6	764	4%	5%	1.1	1.9	8.5	-0.55	0.15	-0.1	0.82	15	16	-0.1	1131	i	-9

3 compounds out of the list above, sorted by their value in Dynein transport cytoplasmic EGFP, smallest number first.
structure,Dynein transport cytoplasmic EGFP
Cn1c(=S)n(C)c2ccccc21,-0.21
CCN1CCN(C(=O)CCNC(=O)Cn2ccc3ccccc3c2=O)CC1,-0.026
COc1ccc(S(=O)(=O)N2CCCC2C(=O)Nc2nccs2)cc1 (stereo unspecified),-0.011

(more compounds)
SMILES	Yfh1-off respiration	Insulin prom up	Insulin prom up cell count	PMI inhibition	PMI inhibitors	MT stabilizer	MT stabilizer Hoechst-high %	MT stabilizer cytotoxicity %	Dynein transport	Dynein transport cytoplasmic EGFP	Dynein transport nuclear GR-EGFP	Dynein transport cell count	WT yeast gro inh	WT yeast gro inh mutant strain	b-catenin transl	b-catenin transl cell count 5 µM	Autophagy HCS	Autophagy HCS cell loss 18 h
Nc1ccccc1SCC(=O)N1CCc2ccccc21	i	0.07	1254	6%	18%	2.8	2.6	3.4	-0.47	2.2	0.23	1.2	-18	-13	-7.0	1308	i	8
Clc1ccccc1-c1nn2c(COc3ccccc3)nnc2s1	i	1.5	1272	8%	9%	3.6	1.5	4.5	0.081	-0.18	0.04	0.53	18	17	-1.0	1006	i	-11
CC1(/[N+]([O-])=C/c2ccccc2F)CCCCC1=O (stereo unspecified)	i	0.14	1274	-13%	-9%	2.9	2.6	6.4	0.54	-0.32	-0.096	-0.76	-8	15	0.2	1073	i	1
CCCOc1ccc(Cn2ccnc2)cc1[N+](=O)[O-]	i	-0.35	1288	0%	11%	2.4	1.4	5.9	0.23	-0.27	0.22	0.28	-4	-10	-1.8	1137	i	4
COC(=O)c1cccc(Cn2nc(C)c([N+](=O)[O-])c2C)c1	i	nt	nt	-5%	-8%	3.0	1.9	8.5	1.3	-0.06	0.73	-0.54	8	4	nt	nt	i	-27
COc1cccc(-c2nnc(-c3ccccc3NC(=O)c3ccc(C(C)(C)C)cc3)o2)c1	i	0.12	1428	nt	nt	nt	nt	nt	-0.75	-0.26	-0.37	0.21	nt	nt	-2.9	1237	nt	nt
O=C(NCCO)C(c1ccccc1)c1ccccc1	i	0.25	1113	7%	6%	2.7	2.9	7.7	0.78	-0.39	-0.11	0.15	-9	-5	-6.8	1014	i	17

Molecules from the list above containing an aryl methoxy group (seven):
SMILES	Yfh1-off respiration	Insulin prom up	Insulin prom up cell count	PMI inhibition	PMI inhibitors	MT stabilizer	MT stabilizer Hoechst-high %	MT stabilizer cytotoxicity %	Dynein transport	Dynein transport cytoplasmic EGFP	Dynein transport nuclear GR-EGFP	Dynein transport cell count	WT yeast gro inh	WT yeast gro inh mutant strain	b-catenin transl	b-catenin transl cell count 5 µM	Autophagy HCS	Autophagy HCS cell loss 18 h
COc1ccc(S(=O)(=O)N2CCCC2C(=O)Nc2nccs2)cc1 (stereo unspecified)	i	0.42	1013	-6%	-3%	0.9	0.1	38	1.1	-0.011	1	-0.7	-10	6	-1.7	1176	i	1
CC/C(=N\NC(=S)NC(C)C)c1ccc(OC)c(OC)c1	i	-2.2	1187	-7%	-14%	1.5	2.8	2.0	-0.62	-0.22	-0.7	0.62	4	-3	0.9	1037	i	19
COc1ccc(NC(=O)CSc2ccccc2)cc1S(=O)(=O)N1CCCCC1	i	0.17	1305	21%	13%	3.7	4.6	13	-0.7	0.056	-0.51	-0.062	-6	-13	-0.7	900	i	-2
COc1ccc(-c2noc(-c3cc(C)cc(C)c3)n2)cc1OC	i	-0.95	917	-5%	-7%	4.4	3.6	7.0	2.3	0.0058	1.8	-1.1	16	1	nt	nt	i	6
COc1ccccc1N(CC(=O)N/N=C/c1ccc(C(=O)O)cc1)S(=O)(=O)c1ccc(C)cc1	i	1	1082	nt	nt	nt	nt	nt	-0.11	-0.2	0.32	0.74	nt	nt	-0.2	1319	nt	nt
COc1ccc2c(c1)C=C([C@@H]1C[C@H]3CN(c4ccccc4)C(=O)[C@]34CCCN14)CO2	i	0.61	1427	11%	7%	2.2	1.9	4.4	0.8	-0.16	0.61	-0.96	22	25	2.4	984	i	7
COc1cccc(-c2nnc(-c3ccccc3NC(=O)c3ccc(C(C)(C)C)cc3)o2)c1	i	0.12	1428	nt	nt	nt	nt	nt	-0.75	-0.26	-0.37	0.21	nt	nt	-2.9	1237	nt	nt
